# KB-3-1 cytotox: qHTS assay for MDR1-selective chemotherapeutics: Primary screen using the parental adenocarcinoma cell KB-3-1; KB-3-1 viability, CellTiter-Glo ATP luminescence, 72 h; Potency, µM (highest dose often 46.1 µM), inactives show at the highest dose activity change, negative = cytotoxic, usual class: cytotoxic; hit rate 1.4% among 400,000; note: potency is the fitted concentration of half-maximal effect; % is set by controls: 0 for no effect and ±100 for the full control effect; nearly all actives have a fitted effect of over 60% in size
#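 Viability of parental KB-3-1 cells, measured by CellTiter-Glo luminescence, followed a 72 h incubation at 37 °C with pinned compounds in phenol-red-free DMEM containing 10% FBS.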
# GLP1R ag: qHTS of GLP-1 Receptor Agonists; Glucagon-like peptide 1 receptor (Homo sapiens), P43220; HEK293 GLP-1R CRE-luciferase, luminescence, 4-6 h; cells express a hypersensitive GLP-1R form; Potency, µM (titrated, usually from 45.6 µM), inactives show at the highest dose activation, most hits filed as activators; hit rate 0.007% among 380,000; note: potency is the fitted concentration of half-maximal effect; % of control where 0% means no effect
# Target sequence (P43220 whole entry, looked up): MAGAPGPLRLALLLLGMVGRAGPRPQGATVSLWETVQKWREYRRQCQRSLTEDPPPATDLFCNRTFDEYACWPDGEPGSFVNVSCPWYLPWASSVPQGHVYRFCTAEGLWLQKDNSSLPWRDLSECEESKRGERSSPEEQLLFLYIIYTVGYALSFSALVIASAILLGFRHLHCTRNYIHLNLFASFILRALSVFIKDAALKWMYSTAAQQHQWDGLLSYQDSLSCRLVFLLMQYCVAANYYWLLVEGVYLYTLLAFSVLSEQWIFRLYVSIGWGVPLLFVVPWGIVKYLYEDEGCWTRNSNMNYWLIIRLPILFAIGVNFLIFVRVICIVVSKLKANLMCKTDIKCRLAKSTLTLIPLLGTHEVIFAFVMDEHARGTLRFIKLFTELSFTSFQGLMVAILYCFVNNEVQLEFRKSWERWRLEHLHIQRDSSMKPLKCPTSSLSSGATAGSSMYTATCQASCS
# HT1080-NT tox: qHTS for induction of synthetic lethality in tumor cells producing 2HG: qHTS for the HT-1080-NT fibrosarcoma cell line. HT-1080-NT fibrosarcoma viability, CellTiter-Glo ATP luminescence, 48 h. Potency, µM (doses to about 46.1 µM), without a hit: top-dose activity, negative = less viability, actives largely listed as cytotoxic. hit rate 1.6% among 360,000. AID 686970, 2013;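 note: NT is the 2HG producing partner of a matched IDH1 knockdown line; potency is the fitted concentration of half-maximal effect; 0% = DMSO-treated cells and -100% = media-only wells without cells; nearly all actives have a fitted effect of over 55% in size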
#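 A 48-hour cytotoxicity screen used HT-1080-NT cells plated 2 hours before compound delivery. ATP-based CellTiter-Glo luminescence measured viability, normalized to DMSO and no-cell controls.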
# D3 antag: qHTS of D3 Dopamine Receptor Antagonist: qHTS | hit rate 2.5% among 360,000 | AID 652054, 2013 | max response, negative = inhibition, % | D3R cells, DiscoveRx beta-arrestin luminescence, antagonist mode; active compounds read low | D(3) dopamine receptor (Homo sapiens), P35462; in the data active = max response below about -50%; inconclusive = no clear call, values can overlap the other calls; note: % is set by controls: 0 for no effect and ±100 for the full control effect; mostly tested at two doses, the higher about 12 µM
# Target sequence (P35462 whole entry, looked up): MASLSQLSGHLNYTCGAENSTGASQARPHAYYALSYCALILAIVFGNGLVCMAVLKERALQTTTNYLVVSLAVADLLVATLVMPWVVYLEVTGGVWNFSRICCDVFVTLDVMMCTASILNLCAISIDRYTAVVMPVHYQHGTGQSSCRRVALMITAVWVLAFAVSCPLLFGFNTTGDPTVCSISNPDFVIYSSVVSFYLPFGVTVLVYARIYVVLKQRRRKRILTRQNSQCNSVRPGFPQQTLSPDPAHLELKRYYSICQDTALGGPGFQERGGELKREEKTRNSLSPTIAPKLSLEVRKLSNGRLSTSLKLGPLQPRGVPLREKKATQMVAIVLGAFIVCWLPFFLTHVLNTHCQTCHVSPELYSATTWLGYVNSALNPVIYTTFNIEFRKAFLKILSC
#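 Cells expressing the human receptor were seeded at 1500 cells/well, incubated overnight at 37 degrees C in 5% CO2, then exposed to library compounds with dopamine controls for 90 minutes at 37 degrees C before luminescent detection.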
# SW480 rerep: A quantitative high throughput screen for small molecules that induce DNA re-replication in SW480 colon adenocarcinoma cells. SW480 DNA re-replication, Hoechst DNA content imaging, 48 h. Potency, µM (doses to about 46.1 µM), inactives show top-dose re-replication activation, most hits filed as activators. hit rate 1.8% among 340,000; note: potency is the fitted concentration of half-maximal effect; % of control where 0% means no effect; nearly all actives have a fitted effect of over 55% in size
#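 Treated cells incubate 48 hr (37 C, 5% CO2), are stained 40 min with Hoechst, and nuclear fluorescence is enumerated; a rise in nuclei with high DNA signal marks re-replication.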
# HT1080 IDH1KD tx: qHTS for induction of synthetic lethality in tumor cells producing 2HG: qHTS for the HT-1080-IDH1KD cell line; HT-1080 IDH1 knockdown viability, ATP luminescence, 48 h; hit rate 2% among 360,000; Potency, µM (series often up to 46.1 µM), without a hit: at the highest dose activity, negative = toxicity, hits mostly cytotoxic;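 note: potency is the fitted concentration of half-maximal effect; 0% = DMSO wells and -100% = cell-free medium wells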
#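 Viability of IDH1-knockdown HT-1080 fibrosarcoma cells was assessed by CellTiter-Glo after 48 h at 37 °C with titrated compound; concentration-effect curves were classified by fit quality and response size.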
# DRD3 agonist: qHTS of D3 Dopamine Receptor Agonist: qHTS; D3R DiscoveRx beta-arrestin cells, luminescence, 90 min; D(3) dopamine receptor (Homo sapiens), P35462; hit rate 0.58% among 410,000; max activation, %; AID 652048, 2013; in the data active = max activation above about 30%; note: 0% is about no effect; mostly tested at two doses, the higher about 12 µM
#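 Agonist-mode cell screen: cells plated at 1500/well and incubated overnight at 37 °C, then exposed to library compounds for 90 min at 37 °C. Detection reagent was added for 30–60 min at room temperature, and luminescence was read.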
# IL1B secr inh: qHTS for Inhibitors of Inflammasome Signaling: IL-1-beta AlphaLISA Primary Screen | THP-1 LPS/ATP IL-1B secretion, AlphaLISA, 16 h; active compounds read low | activity change, % at 57.5 µM | hit rate 4.7% among 360,000; in the data active = activity change below about -50%; inconclusive = mostly about -30% to -49%; note: % is set by controls: 0 for no effect and ±100 for the full control effect
#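 THP-1 cells pretreated 1 hr with compounds (up to 57.5 uM final), then stimulated with LPS (250 ng/mL final) plus ATP (1.25 mM final); secreted IL-1B measured by AlphaLISA after 16 hr, decreased signal indicating inhibition.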
# KB-V1 MDR tox: qHTS assay for MDR1-selective chemotherapeutics: Primary screen using the drug-selected MDR subline cells KB-V1; hit rate 3.4% among 400,000; AID 1347076, 2019; KB-V1 MDR cells viability, CellTiter-Glo, 72 h; Potency, µM (top dose mostly 46.1 µM), for inactives: at the top dose activity change, negative = cytotoxicity, hits mostly cytotoxic; note: potency is the fitted concentration of half-maximal effect; % is set by controls: 0 for no effect and ±100 for the full control effect; nearly all actives have a fitted effect of over 60% in size
#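 Cytotoxicity via CellTiter-Glo luminescence after 72 h compound exposure at 37 degrees C. Cells: drug-selected KB-V1 line, DMEM phenol-red free plus 10% FBS. Compounds tested at multiple concentrations; normalized data fitted to concentration-effect curves.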
# Starred values were filed as active, the others as inactive; u = inconclusive; x = no result given; & = joins results of further samples; [ ] = dose if it differs, or a comment. Unless noted, calls come from the whole dose curve; as a rule, active = well fitted curve in the direction sought with a large enough effect; inconclusive = small, poorly fitted or top-dose-only effect, or another doubt; inactive = no such curve, though single readings can be large; an effect the other way counts as inactive or inconclusive.
# The first 2 records, to show the layout:
SMILES,KB-3-1 cytotox,GLP1R ag,HT1080-NT tox,D3 antag,SW480 rerep,HT1080 IDH1KD tx,DRD3 agonist,IL1B secr inh,KB-V1 MDR tox
COc1cccc(OC)c1C(=O)Nc1cccc(S(=O)(=O)Nc2ccccc2Cl)c1,-5%,0%,0%,-9,-1%,1%,1,-19,-21%
Cn1cc([N+](=O)[O-])c(C(=O)NCc2cc3ccccc3[nH]2)n1,16%,3%,0%,u,1%,0%,-5,-12,13%

# This part in full, repeating the preview:
SMILES,KB-3-1 cytotox,GLP1R ag,HT1080-NT tox,D3 antag,SW480 rerep,HT1080 IDH1KD tx,DRD3 agonist,IL1B secr inh,KB-V1 MDR tox
COc1cccc(OC)c1C(=O)Nc1cccc(S(=O)(=O)Nc2ccccc2Cl)c1,-5%,0%,0%,-9,-1%,1%,1,-19,-21%
Cn1cc([N+](=O)[O-])c(C(=O)NCc2cc3ccccc3[nH]2)n1,16%,3%,0%,u,1%,0%,-5,-12,13%
O=S(=O)(c1ccccc1)N(CC1CO1)c1cc(Cl)ccc1Cl (stereo not given),-25%,9%,-14%,3,-19%,-17%,3,-86*,2%
Cc1cccc(-c2nc(C#N)c(NC3CCCCC3)o2)c1,-29%,6%,-2%,-9,0%,-17%,-8,u,u
O=C(NCC1CCCO1)c1ccc(CNS(=O)(=O)c2cccc(Cl)c2)cc1 (stereo not given),-1%,8%,1%,-26,-1%,-2%,-11,-10,-26%
COC(=O)/C=C1\SC(=NC(=O)c2ccc(-c3ccccc3)cc2)NC1=O,8%,17%,0%,1,-3%,5%,5,-15,11%
Cn1c(=O)c2c(nc(NC3CCCC3)n2C)n(C)c1=O,-5%,6%,-2%,3,-12%,8%,3,0,-4%
CCCCCc1ccc(-c2ccc(=O)[nH]n2)cc1,6.5µM*,u,-22%,-2,-1%,-24%,-8,11,5.2µM*
CCOc1ccc(CNC(=O)Cn2nc(C)c3c(C)n(-c4ccc(C)cc4)nc3c2=O)cc1,7%&-11%,6%,4%,-13,-4%,-4%,-2&9,-19,-1%&-2%
N#Cc1c(NC(=O)CSc2nc3c(c(C(F)(F)F)n2)CCc2ccccc2-3)sc2c1CCCC2,-1%,-3%,14%,-11,-21%,-2%,4,15,u
COc1cc2[nH]c(=S)n(CC3CCCO3)c(=O)c2cc1OC (stereo not given),8%,-2%,1%,44,-8%,25%,19,10,17%
CC(NC(=O)Cn1c(NCCO)nc2ccccc21)c1ccccc1 (stereo not given),-7%,-13%,-1%,22,-6%,1%,-5,4,0%
Cc1cccc(C)c1OCC(O)Cn1c2ccccc2c2ccccc21 (stereo not given),u,-12%,-23%,72,u,u,2,-7,u
CN1CCc2c(sc3c2c(=O)n(-c2ccc(Cl)cc2)c2nncn32)C1,12%,-6%,12%,-25,-20%,17%,1,-19,11%
Cc1ccc([C@H]2C(C(=O)O)=CC[C@@H](c3ccc(Cl)cc3)N2S(=O)(=O)c2ccccc2C)cc1,0%,1%,-18%,-11,-6%,-25%,-23,0,-1%
CCCn1c(O)c(N=Nc2ccc3ccccc3n2)c2ccccc21,u,9%,11%,16,-184%[inhibitor],0%,7,-13,u
CC(=O)c1ccc(N2CCC(c3cc(-c4ccc(Cl)cc4Cl)n[nH]3)CC2)c([N+](=O)[O-])c1,u,-2%,14µM*,12,u,u,-24,-55*,15µM*
O=C(NCc1ccco1)c1n[nH]c(=O)c2ccccc12,-13%,-4%,2%,-12,-2%,-7%,-14,-11,23%
O=C(CCl)Nc1ncc(S(=O)(=O)c2ccc([N+](=O)[O-])cc2)s1,0%,0%,u,-1,u,-19%,-3,u,3%
O=C(NC1=NCCS1)c1ccc(-c2ccc(Cl)cc2)o1,0%,0%,-17%,-14,-2%,-4%,-18,-29,-5%
CCOc1ccc2c(c1)c(=O)c(S(=O)(=O)c1ccc(C)cc1)cn2CC(=O)Nc1ccc(C)cc1,0%,-1%,x,x,x,x,-3,x,-29%
O=S(=O)(NCc1ccccc1)c1ccc(Br)s1,-5%,1%,2%,1,-17%,0%,11,0,15%
Cc1ccc2nc(SCC(=O)c3c(N)n(C)c(=O)n(C)c3=O)[nH]c2c1,-1%,4%,-13%,-20,26%[1.84 µM],-7%,-4,14,u
O=C(O)C1C=CC(C(=O)O)c2ccccc21 (stereo not given),5%,-2%,1%,-14,x,-2%,-6,0,14%
O=C(NCC(F)(F)F)Nc1nnc(C(F)(F)F)s1,-23%,5%,u,12,0%,-28%,1,18,-5%
COc1ccccc1OCCOC(=O)Nc1ccccc1,0%,0%,8%,u,-8%,3%,1,-3,u
Cn1nccc1C(=O)N1CCN(c2cccc(C(F)(F)F)c2)CC1,8%,-4%,0%,3,-3%,0%,2,21,0%
Oc1ccc(N=Nc2ccccc2-c2nn[nH]n2)c(O)c1,1%,-4%,-11%,-2,-21%,-8%,-12,11,-4%
Cc1ccc(C(=O)NC(C)CCc2ccccc2)cc1S(=O)(=O)N1CCOCC1 (stereo not given),-3%,-11%,-23%,-23,-1%,-12%,-1,-25,-5%
COc1ccc(S(=O)(=O)N(CC(=O)NCCSc2ccc(C)cc2)c2ccc(C)cc2)cc1,0%,0%,x,x,x,x,1,x,-22%
CC1CN(c2ccc([N+](=O)[O-])c(NCCOc3ccccc3)c2)CC(C)N1 (stereo not given),-7%,15%,16µM*,u,2%,21µM*,-25,-59*,u
O=C(NCCS(=O)(=O)N1CCCC1)c1ccccc1,-4%,8%,10%,5,-222%[inhibitor],13%,-4,10,13%
COC(=O)C(CC(C)C)NC(=O)/C=C/c1ccccc1Cl (stereo not given),6%,0%,12%,-25,-1%,5%,1,17,u
O=C(CSc1nnc(-c2cccnc2)s1)Nc1cccc(C(=O)O)c1,7%,-6%,2%,3,2%,0%,11,0,8%
CN(CCc1ccccn1)C(=O)c1cccnc1Oc1ccccc1,6%,17%,-21%,26,-23%,0%,5,-7,-4%
C=CCN(C(=O)c1csnn1)C(C(=O)NC1CCCCC1)c1ccc(Cl)cc1 (stereo not given),-11%,2%,-14%,-7,-2%,-4%,-9,-7,u
COc1cc(/C=C2/C(=O)NN(c3ccc(Cl)cc3)C2=O)cc(OC)c1O,1%,-6%,-2%,16,-1%,7%,1,6,1%
C/C(=C\c1ccccc1)CN1CCN(c2cccc(Cl)c2)CC1,-1%,-5%,-2%,-137*,2%,2%,-18,1,10%
CCOc1ccccc1NC(=O)CSc1nnc2c(CC)c(C)nc(N)n12,0%,-10%,u,14,-2%,-4%,0,37,15µM*
CCCc1nc(SCC(N)=O)[nH]c(=O)c1CC,9%,-19%,-3%[9.24 µM],3,-8%,-4%,17,12,38%
O=C(NCc1ccccc1)/C(=C\c1ccc(F)cc1)NC(=O)c1ccco1,0%,0%,-2%,1,x,4%,3,-12,-17%
Cc1ccccc1NC(=O)c1ccccc1N(C)S(=O)(=O)c1ccccc1,6%,-2%,16%,8,u,3%,17,-6,-1%
O=[N+]([O-])c1ccccc1S(=O)(=O)NCCSCc1ccco1,2%,-12%,-8%,3,1%,-6%,1,-26,-31%
CC1CCCC(C(=O)O)N1C(=O)CCS (stereo not given),0%,-6%,-2%,9,-8%,2%,-7,6,-7%
CCNS(=O)(=O)c1ccc(NC(=S)NCC2CCCO2)cc1 (stereo not given),-3%,5%,-1%,-6,-28%,4%,5,-13,0%
CN1CCN(c2ccc(C(=O)c3cn(-c4ccc(F)c(Cl)c4)nn3)cc2)CC1,-19%,6%,-6%,0,5%,6%,-9,10,u
CN(CC(=O)Nc1cccc(F)c1)C(=O)c1cc(S(=O)(=O)N2CCCCC2)ccc1N1CCOCC1,9%,9%,0%,4,-44%,-1%,8,-11,23%
CCC(=O)NS(=O)(=O)c1ccc(N=NN2CCCCC2)cc1,8%,1%,10%,8,-5%,6%,7,13,-1%
CCCCCCCn1c(C)nnc1-c1cnn(C)c1N,15%,0%,-5%,-2,-2%,-4%,-2,0,0%
COc1ccc(C(=O)NC2CCN(C(=O)Nc3ccc(F)cc3)CC2)cc1,15%,5%,u,-2,-8%,14%,-6,18,0%
N/C(=N\OCc1ccc([N+](=O)[O-])cc1)c1ccccn1,0%,-3%,-24%,12,1%,-29%,0,-1,0%
O=C(C[n+]1ccccc1)N/N=C/c1ccc(F)cc1,-5%,0%,14%,10,-7%,3%,-3,5,10%
Cc1cc2c(=Cc3ccc(N(C)C)cc3)c3ccccc3n2[n+]1C,-2%,1%,15µM*,22,u,4.6µM*,8,-2,-2%
COCCNC(=O)C1(C)CCCN(C(=O)c2cc(C)on2)C1 (stereo not given),0%,-6%,-3%,-22,x,1%,-8,-7,2%
CN(CCc1cn[nH]c1)C(=O)C1CCC(=O)N(CC2CCCCC2)C1 (stereo not given),9%,-1%,0%,u,-6%,11%,4,-3,u
Cc1cc(NC(=O)CSc2nc3ccsc3c(=O)n2CCCCC(=O)O)no1,-9%,7%,3%[9.24 µM],-3,-7%,-18%,-13,-20,32%
O=C1CN(S(=O)(=O)c2cc(C(F)(F)F)ccc2Cl)CCN1,x,-7%,0%,27,0%,11%,7,0,x
Cc1ccc(SCCNC(=S)Nc2ccccc2)cc1,10%,-3%,2%,22,0%,0%,-2,-25,4%
O=C(Cn1cc(C(=O)c2cccs2)c2ccccc21)NCc1ccc2c(c1)OCO2,-26%,13%,0%,-17,-3%,-11%,4,u,-10%

# Source: PubChem
